mIDH1 inhibitor = blocks human mutant IDH1 R132H enzyme; IDH1-R132H enzyme, NADPH consumption, diaphorase/resazurin fluorescence; Potency, µM (highest dose often 76.6 µM), without a hit: top-dose activity change, negative = inhibition, usual class: inhibitors; actives 0.093% (n = 390,000); also: potency is read from the fitted curve at half-maximal effect; % is scaled to controls: 0 for no effect and ±100 for the full control effect; nearly all actives have a fitted effect of over 65% in size
Target sequence (O75874 whole entry R132H, stated change not applied): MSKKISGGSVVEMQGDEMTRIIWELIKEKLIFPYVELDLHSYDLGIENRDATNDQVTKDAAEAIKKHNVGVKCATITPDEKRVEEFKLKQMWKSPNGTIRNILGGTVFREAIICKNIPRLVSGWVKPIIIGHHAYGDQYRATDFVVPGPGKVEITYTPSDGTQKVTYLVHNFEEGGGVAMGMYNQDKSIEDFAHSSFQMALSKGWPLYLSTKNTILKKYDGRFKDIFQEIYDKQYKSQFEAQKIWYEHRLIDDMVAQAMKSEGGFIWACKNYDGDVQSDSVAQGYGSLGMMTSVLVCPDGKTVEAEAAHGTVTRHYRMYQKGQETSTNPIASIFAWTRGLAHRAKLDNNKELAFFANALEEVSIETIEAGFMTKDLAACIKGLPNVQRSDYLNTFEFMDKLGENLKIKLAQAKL
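IDH1-R132H (0.5 ug/mL dispensed) in pH 7.5 Tris buffer was preincubated 30 min with compound, then given a substrate mix of 0.016 mM NADPH and 2 mM alpha-KG for 80 min at room temperature; remaining NADPH was read by diaphorase/resazurin fluorescence.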
LDHA block = LDHA (human) enzyme inhibition; P00338; purified LDHA, NADH/diaphorase-resazurin fluorescence; active compounds read low; activity change, % (values are at about 110 or 230 µM); actives 0.15% (n = 480,000); in the data active = activity change below about -30%; inconclusive = mostly about -25% to -30%;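 also: plate controls were DMSO wells for no effect and wells without enzyme for full effect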
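Enzyme activity of human lactate dehydrogenase 5 (2 nM; 0.06 mM NADH, 0.2 mM pyruvate, 5 min, RT) is measured via a resazurin/diaphorase fluorescence readout of residual NADH.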
USP1 inh = USP1/UAF1 (human) deubiquitinase inhibition; actives 0.23% (n = 390,000); O94782; recombinant USP1/UAF1, Ub-Rhodamine cleavage fluorescence; Potency, µM (highest dose often 57.1 µM), inactives show at the top dose activity change, negative = inhibition, actives largely listed as inhibitors; also: potency is read from the fitted curve at half-maximal effect; % is scaled to controls: 0 for no effect and ±100 for the full control effect; nearly all actives have a fitted effect of over 60% in size; inactives centre near -12
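Step one: compound is pinned into 1nM USP1/UAF1 in HEPES pH 7.8 buffer with TCEP. Step two: 15 min room-temperature incubation. Step three: Ub-Rho (150nM final) starts cleavage, tracked by fluorescence over six one-minute reads.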
Vif-A3G inh = Vif-A3G binding inhibition. Q9HC16. HeLa A3G-eYFP + Vif (tagged APOBEC3G with the HIV-1 protein that degrades it), YFP fluorescence, overnight. Potency, µM (top dose mostly 46.1 µM), without a hit: top-dose activity, negative = active, hits mostly inhibitors. actives 0.076% (n = 410,000);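 also: potency is read from the fitted curve at half-maximal effect; % is scaled to controls: 0 for no effect and ±100 for the full control effect; nearly all actives have a fitted effect of over 60% in size; hits raise eYFP signal because A3G escapes Vif-driven loss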
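HeLa cells stably expressing Vif and C-terminally eYFP-tagged A3G, seeded overnight at 37 deg C, then exposed to compound by pintool overnight at 37 deg C. Rise in yellow fluorescence (Ex 488/Em 500-530, Acumen) marks blocked Vif-driven A3G degradation.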
TrxR1 inh = blocks rat thioredoxin reductase 1; O89049; recombinant rTrxR1, NADPH fluorescence consumption, selenite substrate; Potency, µM (series often up to 114 µM), for the others: top-dose activity change, negative = inhibition, hits mostly inhibitors; actives 1% (n = 390,000); AID 588453; also: potency is read from the fitted curve at half-maximal effect; % is scaled to controls: 0 for no effect and ±100 for the full control effect; nearly all actives have a fitted effect of over 65% in size
Target sequence (O89049 whole entry, looked up): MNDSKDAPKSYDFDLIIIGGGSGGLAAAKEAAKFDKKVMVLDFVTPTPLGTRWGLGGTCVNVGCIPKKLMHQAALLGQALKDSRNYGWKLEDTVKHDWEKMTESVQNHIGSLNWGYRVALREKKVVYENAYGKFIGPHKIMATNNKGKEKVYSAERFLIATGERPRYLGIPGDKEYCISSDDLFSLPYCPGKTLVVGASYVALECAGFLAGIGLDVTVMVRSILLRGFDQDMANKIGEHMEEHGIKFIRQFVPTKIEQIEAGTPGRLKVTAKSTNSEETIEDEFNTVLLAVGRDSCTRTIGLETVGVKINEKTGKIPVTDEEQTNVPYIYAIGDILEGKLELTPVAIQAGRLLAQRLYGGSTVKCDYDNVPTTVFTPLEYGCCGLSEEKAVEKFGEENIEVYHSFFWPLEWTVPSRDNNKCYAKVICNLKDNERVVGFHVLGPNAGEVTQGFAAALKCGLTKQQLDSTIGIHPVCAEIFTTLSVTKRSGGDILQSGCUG
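Rat TrxR1 (90 nM in the dispensed reagent) was pre-reduced with 400 uM NADPH for 5 min at room temperature, then incubated with compound for 15 min. After 400 uM selenite was added, NADPH fluorescence (Ex 340/Em 450 nm) was followed for 8 min.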
TrxR1 substrate = rat thioredoxin reductase 1 substrate activity; O89049; purified TrxR1 substrate turnover, NADPH consumption readout; Potency, µM (top dose mostly 114 µM), for the others: top-dose activity change, negative = substrate turnover; actives 0.01% (n = 390,000); AID 588456; also: potency is read from the fitted curve at half-maximal effect; % is scaled to controls: 0 for no effect and ±100 for the full control effect; nearly all actives have a fitted effect of over 50% in size
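Rat TrxR1, dispensed at 90 nM, was prereduced with 400 uM NADPH (final) for 5 min at ~22 deg C, then incubated with compound 15 min before 400 uM selenite. A first-read NADPH fluorescence drop versus no-compound background flagged substrates.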
Vif-APOBEC3F blk = inhibitors of Vif-A3F interaction | HeLa A3F-eYFP + Vif (tagged APOBEC3F with the HIV-1 protein that degrades it), YFP fluorescence increase | Potency, µM (series often up to 46.1 µM), for the others: at the top dose activity, negative = active | AID 602313 | actives 0.2% (n = 390,000); also: potency is read from the fitted curve at half-maximal effect; % of control where 0% means no effect; nearly all actives have a fitted effect of over 65% in size
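HeLa cells stably expressing A3F-eYFP plus Vif, plated and incubated overnight at 37 deg C, then exposed to compounds overnight at 37 deg C. Blocked degradation read as raised yellow fluorescence (Ex 488/Em 500-530).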
GRP78 ERSR act = induces the endoplasmic reticulum stress response in human glioma cells | actives 0.02% (n = 420,000) | U87-MG GRP78 promoter luciferase reporter, 16 h | Potency, µM, inactives show top-dose activation, most hits filed as activators; also: potency is read from the fitted curve at half-maximal effect; series mostly up to about 76 µM; % of control where 0% means no effect; nearly all actives have a fitted effect of over 35% in size
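Stably transfected U87-MG glioma cells carrying a GRP78-based luciferase sensor; 16 h compound incubation. Luminescence end-point read 10 min after Bright-Glo addition at room temperature.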
RGS4 inh = human RGS4 inhibition. P49798. Transcreener GDP fluorescence polarization, RGS4-accelerated GTP hydrolysis. Potency, µM (top dose mostly 114 µM), for inactives: at the highest dose activity change, negative = inhibition, actives largely listed as inhibitors. actives 0.039% (n = 390,000). AID 504845; also: potency is read from the fitted curve at half-maximal effect; % is scaled to controls: 0 for no effect and ±100 for the full control effect; nearly all actives have a fitted effect of over 75% in size; some results filed as inactive show a strong effect at the top dose
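MLSMR compounds (23 nl, pin-transferred) preincubated 10 min at room temperature with a 500nM (2x) first reagent, then RGS4 at 900nM (2x) plus Transcreener GDP mix added; fluorescence polarization (620/688 nm) read before and after 90 min at 30 °C.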
* = called active by the depositor; ? = inconclusive; nt = no result given; [ ] = dose if it differs, or a comment. Unless noted, calls follow the shape of the dose curve; as a rule, active = well fitted curve in the direction sought with a large enough effect; inconclusive = small, poorly fitted or top-dose-only effect, or another doubt; inactive = no such curve, though single readings can be large; an effect the other way counts as inactive or inconclusive. These rows are one share of the data. The share of hits here may be higher or lower than overall.

SMILES	mIDH1 inhibitor	LDHA block	USP1 inh	Vif-A3G inh	TrxR1 inh	TrxR1 substrate	Vif-APOBEC3F blk	GRP78 ERSR act	RGS4 inh
CCOC(=O)CN(C(=O)COc1nc(C)cc(C)c1C#N)c1cccc(Cl)c1	3%	-8	-18%	-4%	13%[11.4 µM]	7%[11.4 µM]	7%	-3%	?
Cc1c(Br)c([N+](=O)[O-])nn1CC(=O)Nc1ccccn1	-9%	-9	-15%	-6%	10%	4%	5%	-3%	24%
COc1ccc(C)cc1S(=O)(=O)N(C)CC(=O)NCc1ccncc1	3%	-4	-15%	1%	21%[57.1 µM]	10%[57.1 µM]	9%	-4%	16%
CCOC(=O)C1=NNC2(c3ccc(C)cc3)C(=O)N(c3ccccc3)C(=O)C12 (stereo not drawn)	-5%	-7	4%	2%	3%[57.1 µM]	-1%	-5%	-3%	17%
COc1ccc(/C=C/C(=O)NC(=S)Nc2ccc(S(=O)(=O)Nc3cc(OC)ncn3)cc2)cc1	?	-9	-16%	0%	-31%[57.1 µM]	-1%[57.1 µM]	1%	-1%	-31%
CS(=O)(=O)N(CC(O)Cn1c2ccccc2c2ccccc21)c1ccccc1 (stereo not drawn)	0%	-7	-28%	-13%	3%	-1%	-3%	-6%	-9%
CC(NC(=O)COC(=O)CNC(=O)c1ccccc1Cl)C1CC2CCC1C2 (stereo not drawn)	0%	-6	-6%	-4%	12%	-1%	-3%	-2%	-11%
CCc1nc2c(cnn2-c2ccc(C)cc2)c(=O)n1Cc1ccccc1	2%	-4	-19%	-1%	43%[activator]	24%	5%	-2%	15%
C(=N\Nc1cc(N2CCCCC2)ncn1)/c1ccco1	-7%	-3	-24%	0%	1%	-6%	-2%	5%	-26%
NNC(=O)CNc1cccc(Br)c1	7%	-7	-4%	0%	9%[2.29 µM]	1%[57.1 µM]	-7%	-5%	19%
O=C(CCN1C(=O)/C(=C\C=C\c2ccccc2)SC1=S)Nc1ccc(C(=O)O)cc1	-6%	4	-16%	-9%	-12%	0%	-6%	19%	?
CNc1nc(Cl)nc2c1ncn2-c1ccccc1	28%	-9	-6%	-24%	12%[57.1 µM]	-12%	1%	2%	16%
Cc1nn(-c2ccccc2)c(Cl)c1/C=N/N1CCN(c2ccccn2)CC1	-3%	-4	-3%	-11%	2%	1%	3%	-5%	17%
O=C(Nc1ccccc1)Nc1ccc(NC(=O)c2ccccc2O)cc1	-4%	-7	-7%	1%	12%	1%	-2%	8%	18%
Cc1cccc(CN2CCN(CC(=O)NCCc3ccc(Cl)cc3)C2=O)c1	24%	-7	-7%	8%	13%	5%	4%	-3%	19%
COc1ccc(NC(=O)CSc2nnc(Cc3ccccc3)c(=O)n2N)cc1	6%	-2	-2%	1%	16%	2%	13%	-5%	-20%
CN1CCN(C(=O)c2ccc3c(=O)n(Cc4ccc(Cl)cc4)c(=S)[nH]c3c2)CC1	5%	4	-7%	0%	-30%[57.1 µM]	-3%[57.1 µM]	3%	1%	-4%
Cc1cccc(NC(=O)c2ccc(N3C(=O)C4CCCCC4C3=O)cc2)c1C (stereo not drawn)	-4%	-2	-5%	6%	13%	9%	-5%	1%	12%
COc1ccc(N2C(=O)c3ccc(C(=O)Nc4ccc(NC(C)=O)cc4)cc3C2=O)cc1	-4%	-5	-6%	3%	20%	-3%	-2%	-11%	1%
COc1ccc([C@H]2CC(=O)C=C(c3ccc4cc[nH]c4c3)C2)cc1	11%	6	-26%	-18%	7%	3%	5%	3%	-29%
COc1ccc(OCC(=O)Nc2ccc3c(c2)nc2n3CCSC2)cc1	11%	-13	-14%	0%	5%	-4%	-4%	-5%	-52%
O=C(NCCCn1ccnc1)c1ccc(Cl)s1	-5%	-1	-24%	4%	14%	0%	2%	4%	-10%
COc1cc(-c2nc3sccn3c2Nc2c(C)cccc2C)ccc1O	nt	37	-18%	nt	16µM*	-5%	nt	nt	-47%
O=C(NCCc1ccccn1)c1ccc(S(=O)(=O)N2CCCCCC2)cc1	-1%	-8	-6%	1%	2%	-5%	4%	-1%	-4%
S=c1nc[nH]c2c1ncn2C1CCCC1	1%	3	-18%	-7%	-7%[57.1 µM]	-6%	1%	-1%	-29%
SMILES	mIDH1 inhibitor	LDHA block	USP1 inh	Vif-A3G inh	TrxR1 inh	TrxR1 substrate	Vif-APOBEC3F blk	GRP78 ERSR act	RGS4 inh
CN(CC(=O)Nc1ccccc1Br)C(=O)CN(C)C1CCCCC1	13%	-4	-11%	0%	11%	-5%	-3%	-3%	-8%
Cc1ccc(Nc2ncc(C(=O)Nc3ccc(F)cc3F)c3ccccc23)cc1Cl	13%	1	-29%	-2%	-26%	99%[activator]	-5%	-1%	0%
CC1(C(=O)O)Oc2cccnc2NC1=O (stereo not drawn)	4%	-2	?	-3%	16%[11.4 µM]	8%[11.4 µM]	12%	-3%	-50%
COc1ccc(/C=C2\SC(=S)N(N3C(=O)CCC3=O)C2=O)cc1O	-5%	-7	?	6%	-10%[57.1 µM]	2%[57.1 µM]	-1%	8%	-53%
C=CCNC(=O)c1ccc(S(=O)(=O)CC)c(Cl)c1Cl	2%	-1	-17%	-7%	20%	2%	6%	-1%	14%
C=CCn1c(=NC(=O)c2sc3ccccc3c2Cl)sc2cc(S(N)(=O)=O)ccc21	-2%	-10	-26%	-28%	16%	44%[activator]	-27%	2%	-19%
Cc1nnsc1S(=O)c1ccccc1Cl (stereo not drawn)	-13%	-15	-13%	1%	-12%	-11%	-18%	-2%	32%[56.9 µM]
COc1ccccc1CNC(=O)C1CCN(S(=O)(=O)c2ccc3c(c2)OCCO3)CC1	19%	-12	-4%	2%	8%	-2%	1%	-2%	11%
O=C(NCCc1ccccc1)C(=O)NCC(c1cccnc1)N1CCN(c2ccccc2)CC1 (stereo not drawn)	18%	-8	-10%	2%	6%	11%[11.4 µM]	5%	-4%	-11%
COc1ccc(S(=O)(=O)N(CC(=O)N2CCc3ccccc3C2)c2ccc(C)cc2)cc1	3%	0	-23%	1%	25%	8%	0%	-1%	-9%
COC(=O)C(C(C)C)N(Cc1cc(OC)cc(OC)c1)S(=O)(=O)CCl (stereo not drawn)	9%	1	?	3%	15%	-1%	-2%	0%	-5%
Cc1cc(S(=O)(=O)N2CCOCC2)ccc1OCC(=O)Nc1ccc(Br)cc1F	3%	-6	2%	-2%	9%	0%	0%	-2%	26%
Cc1cccc(/C=N\NC(=O)c2sccc2-n2cccc2)c1	9%	-9	-6%	-1%	15%[57.1 µM]	11%[57.1 µM]	-5%	12%	18%
Cc1ccccc1NC(=O)CSc1nnc(NC(=O)c2ccco2)s1	-1%	-16	-8%	1%	?	-18%	1%	11%	23%
Clc1cc(Br)ccc1OCCn1ccnc1	6%	-23	-16%	1%	-6%	-2%	2%	-1%	13%
Cc1ccc(NC(=O)CSc2nnc(-c3cnccn3)n2Cc2ccco2)cc1	4%	-10	-5%	-6%	-8%	10%	-30%	-2%	-19%

11 compounds from above, sorted by length of the SMILES, lowest first.
SMILES	mIDH1 inhibitor	LDHA block	USP1 inh	Vif-A3G inh	TrxR1 inh	TrxR1 substrate	Vif-APOBEC3F blk	GRP78 ERSR act	RGS4 inh
Cc1nnsc1S(=O)c1ccccc1Cl (stereo not drawn)	-13%	-15	-13%	1%	-12%	-11%	-18%	-2%	32%[56.9 µM]
Clc1cc(Br)ccc1OCCn1ccnc1	6%	-23	-16%	1%	-6%	-2%	2%	-1%	13%
CC1(C(=O)O)Oc2cccnc2NC1=O (stereo not drawn)	4%	-2	?	-3%	16%[11.4 µM]	8%[11.4 µM]	12%	-3%	-50%
C=CCNC(=O)c1ccc(S(=O)(=O)CC)c(Cl)c1Cl	2%	-1	-17%	-7%	20%	2%	6%	-1%	14%
Cc1ccccc1NC(=O)CSc1nnc(NC(=O)c2ccco2)s1	-1%	-16	-8%	1%	?	-18%	1%	11%	23%
COc1ccc(/C=C2\SC(=S)N(N3C(=O)CCC3=O)C2=O)cc1O	-5%	-7	?	6%	-10%[57.1 µM]	2%[57.1 µM]	-1%	8%	-53%
COC(=O)C(C(C)C)N(Cc1cc(OC)cc(OC)c1)S(=O)(=O)CCl (stereo not drawn)	9%	1	?	3%	15%	-1%	-2%	0%	-5%
Cc1ccc(Nc2ncc(C(=O)Nc3ccc(F)cc3F)c3ccccc23)cc1Cl	13%	1	-29%	-2%	-26%	99%[activator]	-5%	-1%	0%
Cc1cc(S(=O)(=O)N2CCOCC2)ccc1OCC(=O)Nc1ccc(Br)cc1F	3%	-6	2%	-2%	9%	0%	0%	-2%	26%
COc1ccccc1CNC(=O)C1CCN(S(=O)(=O)c2ccc3c(c2)OCCO3)CC1	19%	-12	-4%	2%	8%	-2%	1%	-2%	11%
C=CCn1c(=NC(=O)c2sc3ccccc3c2Cl)sc2cc(S(N)(=O)=O)ccc21	-2%	-10	-26%	-28%	16%	44%[activator]	-27%	2%	-19%

Screening data (PubChem BioAssay)
